# From PubChem BioAssay
# SENP8 block-1: inhibitors of human SENP8 protease; Q96LD8; purified SENP8, Z-RLRGG-aminoluciferin cleavage, luminescence; inhibition, % at 10 µM; hit rate 1.2% among 330,000; AID 2540; in the data active means inhibition above about 50%
# Target sequence (Q96LD8 whole entry, looked up): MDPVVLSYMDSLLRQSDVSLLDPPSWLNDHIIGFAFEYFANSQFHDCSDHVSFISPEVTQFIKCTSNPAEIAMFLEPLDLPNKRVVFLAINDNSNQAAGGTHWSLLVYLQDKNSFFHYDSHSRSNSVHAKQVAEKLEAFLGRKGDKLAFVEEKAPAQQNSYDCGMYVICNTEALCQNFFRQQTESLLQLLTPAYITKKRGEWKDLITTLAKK
# SENP7 block: blocks the human protease SENP7; Q9BQF6; recombinant SENP7, Z-RLRGG-aminoluciferin luminescence, 40 min; inhibition, % at 5 µM; hit rate 1.5% among 330,000; AID 434973;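 active means inhibition above about 50% at the single test dose, limit read from the data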;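 further: plate controls were DMSO with enzyme for no effect and no enzyme buffer wells for full effect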
# Target sequence (Q9BQF6 706-1050 limits assumed): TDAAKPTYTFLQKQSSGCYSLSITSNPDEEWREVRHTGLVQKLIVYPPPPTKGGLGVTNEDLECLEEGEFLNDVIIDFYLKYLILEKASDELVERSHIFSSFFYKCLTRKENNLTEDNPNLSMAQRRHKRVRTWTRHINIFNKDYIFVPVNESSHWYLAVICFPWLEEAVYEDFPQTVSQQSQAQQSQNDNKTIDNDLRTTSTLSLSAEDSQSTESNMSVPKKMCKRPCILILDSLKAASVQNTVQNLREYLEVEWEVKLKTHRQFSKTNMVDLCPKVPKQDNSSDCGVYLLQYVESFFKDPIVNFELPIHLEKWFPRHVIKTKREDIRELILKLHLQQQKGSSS
# NLRP3 yeast inh: blocks the NALP3 inflammasome reconstituted in yeast | Yeast reconstituted NLRP3/ASC/caspase-1, beta-gal luminescence, 24 h | AID 2825 | inhibition, % at 10 µM | hit rate 0.39% among 330,000;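 active means inhibition of 50% or more; inactive means inhibition below 50%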;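 further: plate controls were induced DMSO wells for no effect and uninduced yeast grown without galactose for full effect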
# SENP6 block: inhibitors of human SENP6 protease. Q9GZR1. Recombinant SENP6 catalytic domain, aminoluciferin luminescence. inhibition, % at 10 µM. hit rate 1.8% among 330,000. AID 2599;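 active means inhibition above about 50% at the single tested dose, limit read from the data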;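 further: plate controls were DMSO wells with enzyme for no effect and DMSO wells lacking enzyme for full effect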
# Target sequence (Q9GZR1 628-1112 limits assumed): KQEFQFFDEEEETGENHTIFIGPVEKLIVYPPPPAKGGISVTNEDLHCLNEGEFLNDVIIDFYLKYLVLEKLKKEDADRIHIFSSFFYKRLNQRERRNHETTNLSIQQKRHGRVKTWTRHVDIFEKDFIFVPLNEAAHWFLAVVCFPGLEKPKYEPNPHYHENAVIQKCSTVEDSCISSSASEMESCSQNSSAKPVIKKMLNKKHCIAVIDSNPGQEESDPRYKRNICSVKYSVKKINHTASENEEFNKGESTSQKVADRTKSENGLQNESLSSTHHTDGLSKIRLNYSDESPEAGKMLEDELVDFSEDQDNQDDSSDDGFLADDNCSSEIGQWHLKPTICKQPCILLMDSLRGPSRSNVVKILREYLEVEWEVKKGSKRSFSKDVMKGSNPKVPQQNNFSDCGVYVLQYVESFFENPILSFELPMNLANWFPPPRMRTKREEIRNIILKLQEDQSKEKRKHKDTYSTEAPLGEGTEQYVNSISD
# HKDC1 inh: HKDC1 (human) hexokinase inhibition. Q2TB90. recombinant HKDC1, G6PDH/diaphorase resazurin coupled fluorescence. inhibition, % at 20 µM. hit rate 0.16% among 340,000. AID 493160;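 active means inhibition above about 35% when tested at 20 µM, limit read from the data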;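 further: plate controls were DMSO wells with enzyme for no effect and DMSO wells lacking enzyme for full effect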
#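 Material – in-house recombinant HK5 (HKDC1) enzyme · Quantity – HKDC1 at 5 µg/mL · Buffer or medium – pH 8.0 Tris buffer with 10 mM MgCl2 · Reagent – glucose with 1 mM ATP · Dosing – single 20 µM dose · Times – reaction time 90 min, room temperature, protected from light · Technique – resorufin fluorescence at 613 nm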
# Apaf1 inhib: human Apaf-1 inhibition; inhibition, % at 20 µM; reconstituted apoptosome caspase-3 activity, DEVD-Rh110 fluorescence; O14727; hit rate 0.71% among 330,000; active means inhibition of at least 40% at 20 µM;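 further: plate controls were DMSO wells for no effect and DEVD-CHO caspase inhibitor wells for full effect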
#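 Assay system – apoptosome proteins · Medium – Hepes buffer, pH 7.5 · Also added – cytochrome c with DEVD-Rh110 · Timing – 30 min compound preincubation, 50 min activation, room temperature · Detection – Rh110 fluorescence, excitation 480 nm, emission 540 nm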
# PfGluPho inh: PfG6PD (Plasmodium falciparum) enzyme inhibition; PfGluPho enzyme, NADPH resazurin-diaphorase fluorescence; hit rate 0.78% among 350,000; inhibition, % at 20 µM; AID 504690;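 active means inhibition reaching at least a set limit at 20 µM in the primary screen, cut at about 59% in these data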;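 further: 0% = DMSO wells with substrate and 100% = DMSO wells lacking glucose-6-phosphate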
# SENP1 FRET inh: inhibitors of human SENP1 SUMO protease catalytic domain | recombinant SENP1 catalytic domain, CyPet-SUMO1-YPet FRET cleavage | inhibition, % at 10 µM | AID 624204 | hit rate 0.21% among 360,000;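 active means inhibition at least 30% at 10 µM, raw YFP signal under a set limit, fluorescence ratio 0.5 to 1.5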;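 further: 0% = enzyme with DMSO and 100% = no enzyme wells; some results filed as inactive read as strong as hits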
#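 Test system: recombinant human SENP1 catalytic domain, His6-tagged / Medium: pH 8 Tris buffer with EDTA, NaCl, BME, BSA, NP40, catalase / Also added: SUMO1 FRET substrate flanked by Cypet and Ypet, 25 nM / Times: 50 min reaction at room temperature / Signal: FRET, CFP and YFP emission / Control set: no-enzyme low control and enzyme-plus-DMSO high control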
# SENP8 block-2: SENP8 (human) protease inhibition. Q96LD8. recombinant SENP8, Nedd8 substrate fluorescence. inhibition, % at 20 µM. hit rate 0.64% among 360,000. AID 602440; in the data active means inhibition mostly above about 40%, no sharp cut-off; inactive means mostly below about 27%
# Numbers without * were called inactive; . = no result given; & = joins results of further samples.
compound,SENP8 block-1,SENP7 block,NLRP3 yeast inh,SENP6 block,HKDC1 inh,Apaf1 inhib,PfGluPho inh,SENP1 FRET inh,SENP8 block-2
O=C(COC(=O)c1ccc(F)cc1)NCCCc1ccccc1,-9,-3,6,-14,-2,6,-2,-1,22
CCOC(=O)C(NC(=O)CC(C)C)(Nc1sc(C)c(CC)c1C#N)C(F)(F)F (stereo not given),4,0,7,5,-4,-2,-2,5,17
COC(=O)c1ccc(C2C(Oc3ccc(OC)cc3)C(=O)N2CCc2ccc(F)cc2)cc1 (stereo not given),-8,-7,-13,-64,-9,21,-11,3,21
CC1(C)Oc2ccc(C(=O)NC3CCCC3)cc2N(CC(=O)NC2CCCCC2)C1=O,-4,6,6,-6,-7,-6,-14,2,14
Cc1ccc(Nc2cccc(C(F)(F)F)c2)nn1,-11,1,28,-6,1,4,52,2,-7
O=C(C(c1ccccc1)N1CCOCC1)N1CCOCC1 (stereo not given),3,-1,16,-4,2,-15,-6,1,25
COc1ccc(/C=C/C(=O)OCC(=O)NC2CCS(=O)(=O)C2)cc1 (stereo not given),-2,2,1,-10,-6,-1,-5,1,-2
Cc1c(C(=O)N2CCOCC2)oc2ccc(S(=O)(=O)N3CCCCCC3)cc12,-1,4,11,1,3,4,6,3,-2
O=C(CCCSc1nc2ccccc2s1)NCc1ccc2c(c1)OCO2,-12,-4,25,-1,7,6,13,-1,12
COc1cc(/C=C2\SC(=O)N(CC(=O)Nc3ccccc3F)C2=O)cc(Cl)c1O,7,-4,12,-19,11,0,4,-25,-30
CSCCC(NS(=O)(=O)c1ccc(Br)cc1)C(=O)OCC(=O)NC1CC1 (stereo not given),-2,-4,6,-6,-2,-2,-16,5,5
CC1=Nc2ccc(C)cc2N(Cc2ccccc2)C(=O)C1,0,8,2,0,-5,4,-9,-12,3
FC(F)Oc1ccc(NC(=S)Nn2cnnc2)cc1,-9,1,15,-7,-10,-2,53,-1,16
CCOC(=O)C1C(=O)C=C(Nc2ccccc2F)CC1c1ccccc1 (stereo not given),-5,0,-21,-6,-21,-5,15,-3,2
COc1ccccc1C(c1nnnn1CC1CCCO1)N1CCC(C(N)=O)CC1 (stereo not given),-3,7,-11,9,-1,0,-8,3,25
COc1ccc(NC(=O)N(C)C[C@H]2Oc3c(NS(=O)(=O)c4ccc(OC)cc4)cccc3C(=O)N([C@H](C)CO)C[C@@H]2C)cc1,-20,-10,13,-14,-4,19,-14,5,18
COc1cc(NC(=O)C2CCCCC2)c(OC)cc1NC(=O)CN1CCCCC1,-5,-5,9,2,-3,4,5,1,14
O=C(Cn1c2ccccc2c(=O)c2ccccc21)N/N=C/c1cc([N+](=O)[O-])ccc1N1CCCCC1,-10,-6,-4,-6,5,6,-4,-46,-105
Cc1ccc(C(=O)CSc2nnnn2C(C)C)c(C)c1,-12,0,23,-32,-1,11,17,2,26
Cc1ccc(-c2nc(N)n(S(=O)(=O)c3ccc(C)cc3)n2)cc1,-7,0,28,-18,13,3,-6,2,5
CC(=O)c1ccc(N2CCN(CC(=O)Nc3ccc(N4CCOCC4)cc3)CC2)cc1,-5,-11,3,-8,.,8,.,.,.
Cc1ccc2c(c1)N(CC(=O)N(Cc1ccccn1)Cc1ccco1)C(=O)C(C(C)C)O2 (stereo not given),1,2,12,-2,-4,18,6,-1,10
C=CCN(C(=O)c1ccccn1)C(C(=O)NCc1ccccc1)c1ccccc1F (stereo not given),3,1,11,-6,-7,-6,-13,1,-2
COc1cc(CCC(=O)NCCc2ccc(F)cc2)cc(OC)c1OC,-2,-1,11,-3,-5,39,-1,1,10
COc1ccc(CNC(=O)COC(=O)/C=C/c2ccc(Cl)cc2)cc1,5,-11,2,-14,-2,-14,1,-1,26

# Three compounds from above, sorted by molar mass, high to low:
compound,SENP8 block-1,SENP7 block,NLRP3 yeast inh,SENP6 block,HKDC1 inh,Apaf1 inhib,PfGluPho inh,SENP1 FRET inh,SENP8 block-2
CCOC(=O)C1C(=O)C=C(Nc2ccccc2F)CC1c1ccccc1 (stereo not given),-5,0,-21,-6,-21,-5,15,-3,2
O=C(COC(=O)c1ccc(F)cc1)NCCCc1ccccc1,-9,-3,6,-14,-2,6,-2,-1,22
Cc1ccc(Nc2cccc(C(F)(F)F)c2)nn1,-11,1,28,-6,1,4,52,2,-7

# (listing goes on)
compound,SENP8 block-1,SENP7 block,NLRP3 yeast inh,SENP6 block,HKDC1 inh,Apaf1 inhib,PfGluPho inh,SENP1 FRET inh,SENP8 block-2
O=S(=O)(/C=C/c1ccccc1)Nc1cccc(S(=O)(=O)NC2=NCCC2)c1,4,2,9,-10,7,0,-6,1,4
Cc1cc(NC(=O)CN2CCN(Cc3ccccc3)CC2)nc2c1c(=O)oc1ccccc12,9,6,24,-2,.,8,.,.,.
O=C(c1ccc(CS(=O)(=O)c2c(Cl)cccc2Cl)o1)N1CCN(c2ccccn2)CC1,-9,1,18,8,-1,12,10,2,5
Nc1ncnc(Oc2cccc(C(F)(F)F)c2)c1[N+](=O)[O-],-7,-15,-21,7,-1,5,-1,2,13
CC(C)c1ccc(NC(=O)c2sccc2-n2cccc2)cc1,-1,5,-6,3,22,13,18,1,13
O=C(CSc1ccccn1)N1CCOCC1,4,7,10,10,0,-6,-20,1,8
CCOc1ccc(NC(=O)CCc2c(C)nn(-c3ccc(N4CCCCC4)nn3)c2C)cc1,4,-6,20,9,-4,3,-3,0,-10
Cc1cccn2cc(-c3cc4ccccc4oc3=O)nc12,23,23,4,22,2,-3,-1,-104,-456
CCCC(=O)Nc1nnc(S(=O)(=O)N2CCCC2)s1,5,-4,-3,-11,-2,2,-9,2,7
COc1ccccc1N1C(=O)CC(N2CCN(c3ccc([N+](=O)[O-])cc3)CC2)C1=O (stereo not given),-12,8,12,-5,-5,7,-5,-1,17
CC(=O)[C@@H]1[C@@H]2C(=O)N(c3ccc(F)c(Cl)c3)C(=O)[C@@H]2C2c3ccccc3C=CN21 (stereo not given in full),15,19,11,11,.,72*,.,.,.
C=CCn1c(=O)c(C(=O)NCCc2ccccc2)c(O)c2ccccc21,2,6,20,-7,-7,-7,-6,2,-13
Cc1ccc(Nc2c(-c3ccccc3O)nc3cnccn23)cc1,-10,-5,21,-10,0,16,-10,-40,-161
O=[N+]([O-])c1cnn(-c2nc(-c3ccccc3)cc(C(F)(F)F)n2)c1,3,5,-5,15,-7,-17,-5,5,11
Cc1cc2nc(-c3cccnc3SCC(=O)NC(C)C)[nH]c2cc1C,82*,87*,8,90*,-6,-2,14,-6,-371
O=C(C/C=N\OCc1ccc([N+](=O)[O-])cc1)Nc1ccccc1,-2,0,7,-1,-10,1,17,3,12
CCc1ccc(OCC(=O)O/N=C(\N)c2ccccn2)cc1,.,.,.,.,1,.,3,19,18
COc1ccc(C(Nc2ccccn2)c2c(NC(=O)c3ccco3)sc(C)c2C)cc1 (stereo not given),1,8,13,-17,-5,14,8,-18,-10
COc1ccc(CC(=O)Nc2cccc(-c3nnc(-c4ccccc4)o3)c2)cc1OC,.,.,.,.,-3,.,2,-3,-4
CC1CN(C(=O)c2ccc(S(=O)(=O)Nc3ccccc3Cl)cc2)CC(C)O1 (stereo not given),-5,-3,-10,-1,6,-2,-7,1,3
CN(C(=O)c1cccc(COc2ccc(Cl)cc2Cl)c1)c1ccccc1,.,.,.,.,4,.,-3,0,16
COc1cccc(CNC(=O)C(=O)NCCC2CCCCN2S(=O)(=O)c2ccccc2)c1 (stereo not given),-3,-8,7,-4,-6,14,16,-7,11
CS(=O)(=O)N1CCC(Oc2ccccc2C(=O)N2CCCCC2CO)CC1 (stereo not given),-10,-5,0,-32,12,0,1,2,5
C/C(=N\OCC(=O)OCC(=O)Nc1cc(S(C)(=O)=O)ccc1Cl)c1ccc2c(c1)OCO2,9,2,-4,-2,4,-11,4,2,0
Nc1ccc(C(=O)Nc2ccc(NC(=O)c3ccco3)c(O)c2)cc1,-13,-14,6,-6,2,-1,8,-1,14
COC(=O)c1sc(S(=O)(=O)Nc2ccc(Br)cc2)c(C(=O)OC)c1C,.,.,.,.,9,.,-21,1,24
CCOC(=O)c1cc(CNC(=O)c2c(C)oc3c2CCCC3)c(C)o1,0,-2,7,7,6,8,-6,2,22
Cc1cc(Cl)cc2sc(=S)[nH]c12,.,.,.,.,3,.,37,-1,5
CC(=O)c1cccc(NC(=O)CSc2ccc(-c3ccco3)nn2)c1,4,-1,19,-10,16,45*,16,2,-6
Nc1ccc(S(=O)(=O)Nc2cnc3ccccc3n2)cc1,3&-1,11&6,6&14,1&10,-8&0,-2&-6,-8&-14,-1&2,-8&-2
Cc1cccc(N2CCN(S(=O)(=O)c3c(C)[nH]c(C)c3C(=O)N3CCCCC3)CC2)c1C,2,6,1,-10,5,22,-12,1,-2
COC(=O)c1ccc(C(=O)OC)c(NC(=O)COc2ccccc2OC)c1,2,1,22,6,8,11,12,2,-11
COc1ccc(-c2cc(C(=O)OCC(=O)c3cccc([N+](=O)[O-])c3)c3cc(C)ccc3n2)cc1,-7,-12,9,-5,-1,-4,-5,-26,-404
Cc1ccc(C)c(S(=O)(=O)N2CCN(CC(=O)NC(=O)NCc3ccco3)CC2)c1,6,3,21,0,-4,4,0,-1,9
Cc1ccc(S(=O)(=O)NC(=O)N2CCN(Cc3c(F)cccc3Cl)CC2)cc1,-11,6,13,-3,1,-5,-8,-1,8
Cc1ccc(C)c(S(=O)(=O)N2CCN(C(=O)CN3C(=O)C4CC=CCC4C3=O)CC2)c1 (stereo not given),1,-1,-5,-13,2,2,-5,1,-14
CC(C)NC(=S)N/N=C/c1ccccc1[N+](=O)[O-],3,4,13,12,-2,-19,-6,4,25
Cc1ccc(N2CCN(S(=O)(=O)N(C)C)CC2)c(C)c1,1,3,25,-23,-1,1,-17,-1,7
Nc1ncc(Br)cc1S(=O)(=O)NCCC(=O)Nc1cccc(Cl)c1,-3,0,-5,-1,1,-1,17,-2,-22
COc1ccc(OC)c(S(=O)(=O)NC2CCCCC2)c1,-6,-7,-9,-6,12,-11,-15,-2,8
Oc1cc2ccccc2cc1-c1n[nH]c(=S)n1Cc1ccco1,5,3,28,-8,1,1,48,-31,-329
O=C(NNC(=S)NC(=O)C12CC3CC(CC(C3)C1)C2)c1ccncc1,-3,21,31,-30,-16,-13,-21,3,-10
O=C(CNc1cccc2ccccc12)N/N=C/c1ccc[nH]1,6,-2,1,7,24,15,9,0,-359
CN(C(=O)c1cncc(Br)c1)c1c(N)n(Cc2ccccc2)c(=O)[nH]c1=O,5,4,1,7,-7,-6,-2,0,15
